ssDAF-12 act = S. stercoralis DAF-12 nuclear receptor activators, primary screen, cell-based, luminescence, HEK293, GRIP1 co-expression, lit1-tk-luc | Nuclear hormone receptor DAF-12 (Strongyloides stercoralis) | HEK293 ssDAF-12/GRIP1 lit1-tk-luc reporter; % of 3 µM dafachronic acid response | activation, % at 6.8 µM | 1% of 370,000 active | AID 652126, 2013;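 active = activation above the mean over all tested compounds plus 3 SD, cut at about 0.9% in these data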;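 note: 0% = DMSO-only wells and 100% = 3 µM delta7-dafachronic acid wells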
DAX1 inh-1 = DAX1 (NR0B1) inhibitors on StAR promoter, primary screen, cell-based, luminescence, SF-1 (NR5A1), full-length DAX-1; HEK293T StAR-luciferase reporter, SF-1/DAX-1 repression relief; inhibition, % at 6.8 µM; 1.1% of 370,000 active; AID 652010, 2013;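 active = inhibition above the mean over all tested compounds plus 3 SD, cut at about 3.6% in these data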;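 note: 0% = DAX-1 cells with DMSO and 100% = cells lacking DAX-1 with DMSO; higher inhibition means more luminescence from relief of DAX-1 repression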
SMARCA2 activ = SMARCA2 (BRM) function activators, primary screen, cell-based, luminescence, high throughput | MG213 cells, MMTV-luciferase reporter, dexamethasone, overnight | activation, % at 9.1 µM | 1% of 370,000 active | AID 652017, 2013; in the data active = activation above about 7.8%;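 note: 0% = vehicle wells and 100% = reference activator wells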
FXN GAA850 act = FXN promoter activators, primary screen, cell-based, luciferase luminescence, HEK293 lucGAA850; HEK293 lucGAA850 FXN promoter luciferase reporter, 24 h; percent of 10 µM SAHA response; activation, % at 6 µM; 0.56% of 360,000 active;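 active = activation above the average of all compounds screened plus 3 SD, cutoff fixed separately per campaign, cut at about 7.5% in these data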;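 note: 0% = DMSO wells and 100% = 10 µM SAHA wells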
ADAM10 inh = human ADAM10 inhibitors, primary screen, biochemical, QFRET, HTS; Disintegrin and metalloproteinase domain-containing protein 10 (Homo sapiens), O14672; recombinant ADAM10, EDANS/DABCYL FRET peptide cleavage, 3 h; inhibition, % at 7 µM; 0.62% of 370,000 active;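 active = inhibition above a per-campaign cutoff equal to the mean of compounds falling between control-based bounds plus 3 SD, cut at about 20% in these data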;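 note: 0% = DMSO wells while the 100% control is not disclosed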
NPR1 activator = GC-A stimulated cGMP production enhancers – HEK293 GC-A cells, cGMP TR-FRET, EC30 ANP, primary screen | activation, % at 10 µM | Atrial natriuretic peptide receptor 1 (Homo sapiens), P16066 | 0.14% of 370,000 active | 0% at EC30 ANP, 100% saturating ANP | AID 1671463, 2021; in the data active = activation above about 40%
Target sequence (P16066 whole entry, looked up): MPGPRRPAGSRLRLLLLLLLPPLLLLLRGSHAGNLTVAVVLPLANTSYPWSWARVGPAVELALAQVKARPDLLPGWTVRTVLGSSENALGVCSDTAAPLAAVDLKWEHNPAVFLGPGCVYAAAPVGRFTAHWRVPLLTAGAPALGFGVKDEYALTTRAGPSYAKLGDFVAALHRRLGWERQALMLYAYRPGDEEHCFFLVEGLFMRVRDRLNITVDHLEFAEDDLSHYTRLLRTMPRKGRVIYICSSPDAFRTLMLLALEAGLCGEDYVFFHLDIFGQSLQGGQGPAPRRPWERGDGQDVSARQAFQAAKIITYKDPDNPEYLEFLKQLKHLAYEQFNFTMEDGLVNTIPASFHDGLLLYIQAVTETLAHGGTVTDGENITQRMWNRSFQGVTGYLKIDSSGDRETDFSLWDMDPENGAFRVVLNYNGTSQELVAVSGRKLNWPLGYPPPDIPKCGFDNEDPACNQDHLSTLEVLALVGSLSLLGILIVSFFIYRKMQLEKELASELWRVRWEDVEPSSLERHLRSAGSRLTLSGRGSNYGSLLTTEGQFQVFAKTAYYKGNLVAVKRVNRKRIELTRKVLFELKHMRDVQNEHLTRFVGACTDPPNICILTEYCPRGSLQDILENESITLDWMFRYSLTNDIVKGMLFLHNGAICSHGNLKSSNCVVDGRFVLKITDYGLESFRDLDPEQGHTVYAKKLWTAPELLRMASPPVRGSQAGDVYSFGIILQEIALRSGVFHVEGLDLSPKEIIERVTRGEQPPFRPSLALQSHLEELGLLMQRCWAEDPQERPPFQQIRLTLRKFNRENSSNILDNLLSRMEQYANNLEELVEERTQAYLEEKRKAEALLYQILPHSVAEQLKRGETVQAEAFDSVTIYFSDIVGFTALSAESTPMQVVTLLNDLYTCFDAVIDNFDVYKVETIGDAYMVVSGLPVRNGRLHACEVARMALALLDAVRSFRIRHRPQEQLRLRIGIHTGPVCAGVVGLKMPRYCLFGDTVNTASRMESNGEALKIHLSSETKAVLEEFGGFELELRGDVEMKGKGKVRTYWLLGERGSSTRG
hcDAF-12 act = H. contortus DAF-12 nuclear receptor activators, primary screen, cell-based, luminescence, HEK293, lit1-tk-luc reporter; HEK293 hcDAF-12 lit1-tk-luc reporter; 0% DMSO, 100% Δ7-dafachronic acid; activation, % at 6.8 µM; 1.4% of 370,000 active;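 active = activation above the mean of all tested compounds plus 3 SD, cut at about 5.5% in these data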;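 note: 100% = response to 3 µM Δ7-dafachronic acid high control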
PG9 binder = binders of HIV-1 gp120 antibody PG9, primary screen, biochemical, TR-FRET | inhibition, % at 6.7 µM | TR-FRET gp120-PG9 antibody binding | HIV-1 gp120 / PG9 antibody interaction | 0.43% of 360,000 active; in the data active = inhibition above about 8.5%
DAX1 inh-2 = DAX1 (NR0B1) inhibitors, primary screen, cell-based, HEK293, Gal4-DAX1, luciferase luminescence. inhibition, % at 6.75 µM. HEK293 Gal4-DAX1 luciferase reporter. Nuclear receptor subfamily 0 group B member 1 (Homo sapiens), P51843. AID 504766, 2011. 0.99% of 340,000 active;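 active = inhibition above the mean over all tested compounds plus 3 SD, cut at about 4.2% in these data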;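 note: 0% = DAX1-transfected cells with DMSO and 100% = empty-vector control cells with DMSO; inhibition shows as a rise in luminescence from relieved DAX1 repression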
ADAM17 inh = ADAM17 inhibitors, primary screen, biochemical, QFRET | Disintegrin and metalloproteinase domain-containing protein 17 (Homo sapiens), P78536 | recombinant ADAM17, EDANS/DABCYL FRET peptide cleavage | inhibition, % at 6.95 µM | 0.83% of 370,000 active | AID 720648, 2013;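 active = inhibition above the mean of compounds lying between control limits plus 3 SD, set per campaign, cut at about 8.5% in these data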;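 note: 0% = DMSO-only wells as the low control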
hgDAF-12 ag = H. glycines DAF-12 receptor agonists, primary screen, cell-based, luminescence, HEK293, GAL4 fusion, UAS-luciferase. Nuclear hormone receptor DAF-12 (Heterodera glycines), GAL4 fusion. HEK293 GAL4-hgDAF12 UAS-luciferase reporter, agonist luminescence; normalized to butyrate control. activation, % at 6.8 µM. 1.8% of 370,000 active. AID 687014, 2013;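 active = activation above a cutoff set at the mean of all screened compounds plus 3 SD, cut at about 10% in these data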;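 note: 0% = DMSO wells and 100% = sodium butyrate wells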
* hit, by the source's call.

What do the screens show for `CN(C(=O)c1ccc(NC(=O)C2CCCN(C(=O)OC(C)(C)C)C2)cc1)C1CC1` (stereo not given)?
ssDAF-12 act: -1.6; DAX1 inh-1: 0.0; SMARCA2 activ: 1; FXN GAA850 act: 1.7; ADAM10 inh: -5; NPR1 activator: 1; hcDAF-12 act: -0.7; PG9 binder: -0.7; DAX1 inh-2: 0.0; ADAM17 inh: -5; hgDAF-12 ag: -1.3

Results for CC(C)OCCCNC(=O)c1c(N)n(/N=C/c2cccs2)c2nc3ccccc3nc12 ?
ssDAF-12 act: -1.4; DAX1 inh-1: -0.1; SMARCA2 activ: -3; FXN GAA850 act: 3.6; ADAM10 inh: -34; NPR1 activator: 6; hcDAF-12 act: 0.6; PG9 binder: -1.9; DAX1 inh-2: -0.6; ADAM17 inh: -10; hgDAF-12 ag: 2.5

What do the screens show for `COCc1cc(=O)n2[nH]c(C(F)(F)F)nc2n1`?
ssDAF-12 act: -0.9; DAX1 inh-1: 0.5; SMARCA2 activ: 0; FXN GAA850 act: -1.4; ADAM10 inh: 0; NPR1 activator: -1; hcDAF-12 act: -0.5; PG9 binder: 1.0; DAX1 inh-2: -0.8; ADAM17 inh: -7; hgDAF-12 ag: 0.2

How did COc1ccc(CN2C(=S)NC(C)(C)CC2(C)O)cc1 (stereo not given) do in these assays?
ssDAF-12 act: -0.8; DAX1 inh-1: -0.3; SMARCA2 activ: 2; FXN GAA850 act: 0.3; ADAM10 inh: -24; NPR1 activator: 0; hcDAF-12 act: -1.0; PG9 binder: -0.2; DAX1 inh-2: 1.9; ADAM17 inh: -2; hgDAF-12 ag: -1.2

What do the screens show for `CCN1C(=O)/C(=C/C2=Cc3ccccc3OC2C)SC1=S` (stereo not given)?
ssDAF-12 act: -1.3; DAX1 inh-1: -0.7; SMARCA2 activ: -4; FXN GAA850 act: -0.5; ADAM10 inh: 2; NPR1 activator: 4; hcDAF-12 act: 1.1; PG9 binder: -2.2; ADAM17 inh: 3; hgDAF-12 ag: -0.2

What do the screens show for `CCOC(=O)CSc1ncnc2c1nnn2-c1ccc(F)cc1`?
ssDAF-12 act: -1.1; DAX1 inh-1: 0.2; SMARCA2 activ: 0; FXN GAA850 act: 2.8; ADAM10 inh: -13; NPR1 activator: 4; hcDAF-12 act: -1.9; PG9 binder: 0.1; DAX1 inh-2: 2.0; ADAM17 inh: -1; hgDAF-12 ag: -0.3

Results for Cc1ccc(C(c2sc3nc(C)nn3c2O)N2CCN(C(=O)c3ccco3)CC2)cc1 (stereo not given) ?
ssDAF-12 act: -2.0; DAX1 inh-1: -0.3; SMARCA2 activ: 0; FXN GAA850 act: -3.1; ADAM10 inh: -9; NPR1 activator: -2; hcDAF-12 act: -2.6; PG9 binder: -1.4; DAX1 inh-2: -0.6; ADAM17 inh: -3; hgDAF-12 ag: -1.3

How did COCCn1c(SCC(=O)NC2(C#N)CCCCC2)nc2ccccc2c1=O do in these assays?
ssDAF-12 act: -0.2; DAX1 inh-1: 0.5; SMARCA2 activ: -3; FXN GAA850 act: -1.4; ADAM10 inh: -2; NPR1 activator: -2; hcDAF-12 act: -0.2; PG9 binder: -1.6; DAX1 inh-2: -0.7; ADAM17 inh: -1; hgDAF-12 ag: 1.2

How did O=C(NCc1ccccc1)C1CCN(S(=O)(=O)c2cccc3cccnc23)CC1 do in these assays?
ssDAF-12 act: -0.9; DAX1 inh-1: -0.2; SMARCA2 activ: -2; FXN GAA850 act: 0.0; ADAM10 inh: 5; NPR1 activator: -3; hcDAF-12 act: 0.5; PG9 binder: -1.5; DAX1 inh-2: -2.6; ADAM17 inh: -5; hgDAF-12 ag: 5.0

How did O=C(Cc1ccccc1[N+](=O)[O-])Nc1ccccc1C(=O)N1CCCC1 do in these assays?
ssDAF-12 act: -1.0; DAX1 inh-1: -0.2; SMARCA2 activ: -4; FXN GAA850 act: 0.2; ADAM10 inh: 0; NPR1 activator: 4; hcDAF-12 act: 1.8; PG9 binder: 0.2; DAX1 inh-2: 0.5; ADAM17 inh: -2; hgDAF-12 ag: -2.1

What do the screens show for `COc1cccc(C(=O)N/N=C/c2cn[nH]c2-c2ccc(OC)cc2OC)c1`?
ssDAF-12 act: -1.1; DAX1 inh-1: 0.3; SMARCA2 activ: 1; FXN GAA850 act: 1.1; ADAM10 inh: 1; NPR1 activator: 0; hcDAF-12 act: -1.1; PG9 binder: -1.8; DAX1 inh-2: 0.1; ADAM17 inh: -3; hgDAF-12 ag: 3.7

What do the screens show for `CCCOc1ccc(OCCOCCNCc2ccccc2)cc1`?
ssDAF-12 act: -1.1; DAX1 inh-1: -0.2; SMARCA2 activ: -2; FXN GAA850 act: 1.7; ADAM10 inh: 4; NPR1 activator: 3; hcDAF-12 act: -1.3; PG9 binder: 0.4; DAX1 inh-2: -0.5; ADAM17 inh: 4; hgDAF-12 ag: -0.8

What do the screens show for `CCOc1ccccc1NC(=O)CSc1ncnc2c1oc1ccccc12`?
ssDAF-12 act: -1.4; DAX1 inh-1: 0.1; SMARCA2 activ: -2; FXN GAA850 act: -0.7; ADAM10 inh: -6; NPR1 activator: -3; hcDAF-12 act: 1.7; PG9 binder: -1.9; DAX1 inh-2: 0.0; ADAM17 inh: -2; hgDAF-12 ag: 1.4

How did CN(C)c1ccc(/C=N/NC(=O)c2cc(-c3ccc4c(c3)OCO4)n[nH]2)cc1 do in these assays?
ssDAF-12 act: -1.1; DAX1 inh-1: -0.2; SMARCA2 activ: 0; FXN GAA850 act: -4.2; ADAM10 inh: -20; NPR1 activator: 1; hcDAF-12 act: 0.8; PG9 binder: 0.4; DAX1 inh-2: -1.7; ADAM17 inh: -9; hgDAF-12 ag: 4.8

Results for COc1ccnc2c1c(=O)n(Cc1ccc(Cl)cc1Cl)c(=O)n2C ?
ssDAF-12 act: -1.4; DAX1 inh-1: -0.1; SMARCA2 activ: 0; FXN GAA850 act: -0.7; ADAM10 inh: 1; NPR1 activator: 5; hcDAF-12 act: 2.3; PG9 binder: -2.2; DAX1 inh-2: -0.4; ADAM17 inh: -1; hgDAF-12 ag: -0.2

Results for CC1CCC(NC(=O)CN(C)S(=O)(=O)c2ccc3c(c2)CCC(=O)N3)CC1 (stereo not given) ?
ssDAF-12 act: -0.9; DAX1 inh-1: -0.4; SMARCA2 activ: 1; FXN GAA850 act: 2.3; ADAM10 inh: -6; NPR1 activator: 3; hcDAF-12 act: 0.2; PG9 binder: -0.8; DAX1 inh-2: -0.1; ADAM17 inh: 0; hgDAF-12 ag: 0.2

How did CCOc1c(C(N)=O)cc([N+](=O)[O-])cc1[N+](=O)[O-] do in these assays?
ssDAF-12 act: -1.7; DAX1 inh-1: -0.5; SMARCA2 activ: 0; FXN GAA850 act: 0.9; ADAM10 inh: 7; NPR1 activator: 2; hcDAF-12 act: 0.3; PG9 binder: -1.7; DAX1 inh-2: -0.3; ADAM17 inh: -1; hgDAF-12 ag: -0.4

How did CCN(CC)C(=O)C1CCN(C(=O)c2oc3ccc(C)cc3c2C)CC1 do in these assays?
ssDAF-12 act: -1.3; DAX1 inh-1: 0.4; SMARCA2 activ: -1; FXN GAA850 act: 1.8; ADAM10 inh: -1; NPR1 activator: 5; hcDAF-12 act: 0.2; PG9 binder: 0.1; DAX1 inh-2: 0.6; ADAM17 inh: 1; hgDAF-12 ag: -0.5

Results for Cc1ccc(NC(=O)CSC(C)C(=O)OC(C)C(=O)NC2CCCCC2C)cc1 (stereo not given) ?
ssDAF-12 act: -1.3; DAX1 inh-1: 0.7; SMARCA2 activ: 0; FXN GAA850 act: -0.8; ADAM10 inh: -9; NPR1 activator: -2; hcDAF-12 act: -0.5; PG9 binder: 0.8; DAX1 inh-2: 1.1; ADAM17 inh: -2; hgDAF-12 ag: -0.6

Results for Cc1ccccc1NS(=O)(=O)c1cc(S(C)(=O)=O)ccc1Cl ?
ssDAF-12 act: -1.1; DAX1 inh-1: -0.1; SMARCA2 activ: -1; FXN GAA850 act: -0.8; ADAM10 inh: 8; NPR1 activator: 4; hcDAF-12 act: -0.9; PG9 binder: -1.0; DAX1 inh-2: 0.1; ADAM17 inh: -1; hgDAF-12 ag: -2.1

Results for C=CCOC(=O)C(=O)/C=C/c1ccc2c(c1)Cc1ccccc1-2 ?
ssDAF-12 act: -0.7; DAX1 inh-1: 0.9; SMARCA2 activ: 0; FXN GAA850 act: 0.8; ADAM10 inh: -8; NPR1 activator: 0; hcDAF-12 act: -0.3; PG9 binder: -2.5; DAX1 inh-2: -0.3; ADAM17 inh: 2; hgDAF-12 ag: 2.8

How did CCC1=C(OC(=O)N(CC)CC)N2C(=O)OC(=NCCc3c[nH]c4ccccc34)[C@]2(Cc2ccccc2)[C@H]2C1=CC[C@H]1C(=O)NC(=O)[C@H]12 do in these assays?
ssDAF-12 act: -1.2; DAX1 inh-1: -0.3; SMARCA2 activ: -2; FXN GAA850 act: -3.7; ADAM10 inh: 12; NPR1 activator: -1; hcDAF-12 act: 1.0; PG9 binder: 0.8; DAX1 inh-2: 0.1; ADAM17 inh: 5; hgDAF-12 ag: -1.3

What do the screens show for `CSc1ccccc1NC(=O)CN(C)Cc1ccc(Br)cc1`?
ssDAF-12 act: -1.4; DAX1 inh-1: -1.0; SMARCA2 activ: 3; FXN GAA850 act: 3.0; ADAM10 inh: 10; NPR1 activator: 2; hcDAF-12 act: -1.3; PG9 binder: -1.4; DAX1 inh-2: 0.3; ADAM17 inh: 3; hgDAF-12 ag: -1.5

How did COc1ccc(CC(=O)Nc2nc(OCC(F)(F)F)cnc2-c2ccc(Cl)cc2Cl)cc1 do in these assays?
ssDAF-12 act: -1.1; DAX1 inh-1: -1.1; SMARCA2 activ: 2; FXN GAA850 act: -1.6; ADAM10 inh: 9; NPR1 activator: -3; hcDAF-12 act: -1.7; PG9 binder: 0.3; ADAM17 inh: 3; hgDAF-12 ag: -3.6
